# G9a block: qHTS Assay for Inhibitors of Histone Lysine Methyltransferase G9a; Histone-lysine N-methyltransferase EHMT2 (Homo sapiens), Q96KQ7; G9a H3K9 monomethylation, AlphaScreen, 2 h; Potency, µM (highest dose often 102 µM), without a hit: at the top dose activity, negative = inhibition, usual class: inhibitors; actives 8.8% (n = 350,000); AID 504332, 2011; note: % is set by controls: 0 for no effect and ±100 for the full control effect; nearly all actives have a fitted effect of over 75% in size
#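 AlphaScreen read-out: biotin-H3K9 peptide (500 nM) methylation by 20 nM enzyme with 20 uM SAM, 2 h at room temperature after 15 min compound preincubation; anti-monomethyl H3K9 antibody plus donor/acceptor beads, 10 min dark.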
# JMJD2A Tudor inh: qHTS Assay for Inhibitors of JMJD2A-Tudor Domain; Lysine-specific demethylase 4A (Homo sapiens), O75164; AlphaScreen JMJD2A-Tudor / H3K4me3 peptide binding; Potency, µM (titrated, usually from 114 µM), for inactives: at the top dose activity change, negative = inhibition, actives largely listed as inhibitors; actives 4.4% (n = 390,000); AID 504339, 2011; note: % is set by controls: 0 for no effect and ±100 for the full control effect; nearly all actives have a fitted effect of over 50% in size
# HP1b binding inh: HTS for Inhibitors of HP1-beta Chromodomain Interactions with Methylated Histone Tails; Chromobox protein homolog 1 (Homo sapiens), P83916; AlphaScreen HP1-beta / biotin-H3K9me3 peptide binding; Potency, µM (titrated, usually from 114 µM), inactives show top-dose activity change, negative = inhibition, hits mostly inhibitors; actives 0.56% (n = 390,000); note: nearly all actives have a fitted effect of over 70% in size; inactives centre near 23
#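 Compound inhibition of the preformed complex between 50 nM HP1-beta and 50 nM biotinylated H3K9me3 peptide was read by AlphaScreen. Buffer was PBS pH 7.4 with 0.01% Tween-20. Incubations ran 30 min at room temperature, with 10 ug/mL donor/acceptor beads.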
# GLS inh: qHTS for Inhibitors of Glutaminase (GLS). Glutaminase kidney isoform, mitochondrial (Homo sapiens), O94925. GLS enzymatic activity, qHTS titration. Potency, µM (top dose mostly 45.5 µM), for the others: at the highest dose activity change, negative = inhibition, actives largely listed as inhibitors. actives 0.21% (n = 410,000). AID 624170, 2012; note: % is set by controls: 0 for no effect and ±100 for the full control effect
#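 hKGA in 45 mM KH2PO4 pH 8.2, 0.02% Tween-20 with pin-transferred compounds; 1 mM L-glutamine (stock) plus glutamate oxidase/HRP/Amplex Red coupling added. Fluorescence read initially and after 30 min at RT.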
# POLI inh: qHTS for Inhibitors of Polymerase Iota; DNA polymerase iota (Homo sapiens), Q9UNA4; Pol iota fluorescent replication assay, 10 min; Potency, µM (titrated, usually from 115 µM), for the others: at the highest dose activity, negative = inhibition, most hits filed as inhibitors; actives 1% (n = 390,000); AID 588590, 2011
#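 Fluorescent replication assay read twice, at 0 min and 10 min after adding 50 nM (final) substrate. Enzyme (10 nM) and compounds were first incubated 15 min at room temperature; enzyme-free buffer wells were negative controls.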
# PGK inhibitor: qHTS Assay to Find Inhibitors of Phosphoglycerate Kinase | Phosphoglycerate kinase, glycosomal (Trypanosoma brucei brucei), P07378 | PGK/GAPDH coupled, Kinase-Glo luminescence, 60 min | Potency, µM (doses to about 57.5 µM), without a hit: at the highest dose activity change, negative = inhibition, hits mostly inhibitors | actives 0.043% (n = 380,000) | AID 602233, 2012; note: % is set by controls: 0 for no effect and ±100 for the full control effect; nearly all actives have a fitted effect of over 60% in size
# Target sequence (P07378 whole entry, looked up): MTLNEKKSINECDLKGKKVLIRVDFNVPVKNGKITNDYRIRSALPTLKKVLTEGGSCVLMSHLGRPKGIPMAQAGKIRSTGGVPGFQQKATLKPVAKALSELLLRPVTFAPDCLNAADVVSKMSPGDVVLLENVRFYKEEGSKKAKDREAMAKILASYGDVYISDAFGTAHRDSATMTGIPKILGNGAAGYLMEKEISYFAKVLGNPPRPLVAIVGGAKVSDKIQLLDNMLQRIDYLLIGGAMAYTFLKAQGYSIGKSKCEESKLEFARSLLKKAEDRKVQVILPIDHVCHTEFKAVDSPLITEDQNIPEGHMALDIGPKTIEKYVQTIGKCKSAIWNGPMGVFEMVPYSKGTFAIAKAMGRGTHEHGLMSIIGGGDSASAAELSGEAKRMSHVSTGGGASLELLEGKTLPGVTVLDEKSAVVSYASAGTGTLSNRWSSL
#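 Luminescent ATP detection (Kinase-Glo Plus) follows a 60-minute room-temperature incubation, with wells lacking PGK as controls. Buffer: 100 mM TEA (pH 7.6), 5 mM MgCl2, 0.01% Tween-20. Coupling enzyme GAPDH (100 nM final) supplies unstable 1,3-BPG in-well.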
# BLM inh: qHTS Assay for Inhibitors of Bloom's syndrome helicase (BLM) | RecQ-like DNA helicase BLM (Homo sapiens), P54132 | recombinant BLM DNA unwinding, fluorescence dequenching | Potency, µM (titrated, usually from 56.1 µM), inactives show at the top dose activity change, negative = inhibition, hits mostly inhibitors | actives 0.2% (n = 350,000) | AID 2528, 2010;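 note: plate controls were vehicle for no effect and no enzyme for full effect; nearly all actives have a fitted effect of over 35% in size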
# BAZ2B inh: qHTS Assay for Inhibitors of BAZ2B; Bromodomain adjacent to zinc finger domain protein 2B (Homo sapiens), Q9UIF8; AlphaScreen BAZ2B-H3K14Ac peptide displacement; Potency, µM (series often up to 114 µM), for inactives: top-dose activity change, negative = inhibition, most hits filed as inhibitors; actives 4.4% (n = 360,000); AID 504333, 2011; note: % is set by controls: 0 for no effect and ±100 for the full control effect; nearly all actives have a fitted effect of over 60% in size
#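 Compounds, titrated to a top concentration of 110 uM, were incubated 30 min at room temperature with preformed BAZ2B/acetyl-K14 H3 peptide complex (50 nM each). Proximity signal was measured by AlphaScreen after 20 min with beads.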
# Pin1 inhibitor: qHTS Assay to Find Inhibitors of Pin1 | actives 0.009% (n = 390,000) | Potency, µM (top dose mostly 115 µM), inactives show at the top dose activity, negative = inhibition, hits mostly inhibitors | Pin1 FP peptide displacement, HiFluor488, 10 min | Peptidyl-prolyl cis-trans isomerase NIMA-interacting 1 (Homo sapiens), Q13526; active = well fitted inhibition curve with a large enough effect in the polarisation, with a control signal flat, not every such curve was filed as active; inconclusive = small, poorly fitted or top-dose-only effect, or effect the other way, or a change in a side signal; inactive = no such curve, though single readings can be large or run the other way; the % refers to the polarisation; note: % is set by controls: 0 for no effect and ±100 for the full control effect
# Target sequence (Q13526 whole entry, looked up): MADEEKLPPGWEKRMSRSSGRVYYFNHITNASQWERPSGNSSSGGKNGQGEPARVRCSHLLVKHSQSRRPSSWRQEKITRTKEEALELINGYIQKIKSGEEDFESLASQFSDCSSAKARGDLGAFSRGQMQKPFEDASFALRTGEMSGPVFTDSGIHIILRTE
# * = called active by the depositor; ? = inconclusive; / = no result given; [ ] = another dose, or the depositor's remark. Unless noted, calls come from the whole dose curve; as a rule, active = well fitted curve in the direction sought with a large enough effect; inconclusive = small, poorly fitted or top-dose-only effect, or another doubt; inactive = no such curve, though single readings can be large; an effect the other way counts as inactive or inconclusive. Potency is the fitted concentration of half-maximal effect. These rows are one share of the data, so the mix of outcomes need not match the whole.
# Each structure is followed by: G9a block	JMJD2A Tudor inh	HP1b binding inh	GLS inh	POLI inh	PGK inhibitor	BLM inh	BAZ2B inh	Pin1 inhibitor
1) Cc1ccccc1C(=O)c1cccn1CC(=O)N1CCCCC1
→ 3%	-22%	20%[57 µM]	-6%	4%	-2%	-1%	-6%	3%
2) Cc1nn(CC(=O)NCC2CCCO2)c(=O)c2cc3ccccc3n12 (stereo not given)
→ /	-12%	31%	2%	78%[activator]	2%	1%	-5%	-1%
3) CCN1CCN(Cc2nc3cc(NC(=O)c4cccc([N+](=O)[O-])c4)ccc3n2CC)CC1
→ -34%[59 µM]	-12%	22%	-13%	-13%	2%	3%	-15%	-20%
4) CCOc1ccc(C(=O)Nc2nnc(SCC(=O)NCC3CCCO3)s2)cc1OCC (stereo not given)
→ ?	7%	53%[activator]	-2%	17%	1%	-1%	-14%	-10%
5) CCOc1cc(C(=O)Nc2cccc(C(C)=O)c2)ccc1OCC(=O)N1CCCCC1
→ -2%	-11%	11%	-5%	113%[activator]	5%	-4%	-10%	-3%
6) Nc1c(C(=O)NCc2ccccc2)nnn1Cc1ccc(F)cc1
→ 11%[59 µM]	-10%	6%	-7%	?	-4%	-1%	-7%	8%
7) COC(CNC(=O)c1ccc(CS(=O)(=O)c2ccc(Br)cc2)o1)OC
→ -20%	-7%	24%	1%	16%	6%	-1%	10%	-2%
8) CCN1CCC(N(Cc2ccc(F)cc2)C(=O)Nc2cc(Cl)ccc2C(=O)OC)CC1
→ 2%[59 µM]	-16%	13%	-2%	-9%	0%	-9%	-26%	1%
9) Clc1ccc2nc(N3CCNCC3)nc(-c3ccccc3)c2c1
→ 18%[59 µM]	22%	99%[activator]	-33%	24%	2%	0%	30%	-2%
10) c1ccc(Sc2ccccc2CN2CCCC2)cc1
→ /	-18%	3%	0%	-28%	-4%	/	/	-11%
11) Cc1cccc(S(=O)(=O)Nc2nc3ccccc3nc2OC(C)C)c1
→ 6%	-7%	19%	79%[activator]	141%[activator]	-6%	-7%	-3%	0%
12) O=C(COC(=O)COc1ccccc1)NC12CC3CC(CC(C3)C1)C2
→ 22%[59 µM]	-6%	50%[activator]	1%	18%	-2%	/	2%	0%
13) Cc1cc(C)c(S(=O)(=O)N(C)Cc2cnn(C)c2)c(C)c1
→ 0%[59 µM]	-2%	29%	-4%	10%	6%	0%	9%	0%

# Three compounds out of the list, ordered by molar mass, lowest first:
# Each structure is followed by: G9a block	JMJD2A Tudor inh	HP1b binding inh	GLS inh	POLI inh	PGK inhibitor	BLM inh	BAZ2B inh	Pin1 inhibitor
1) Cc1ccccc1C(=O)c1cccn1CC(=O)N1CCCCC1
→ 3%	-22%	20%[57 µM]	-6%	4%	-2%	-1%	-6%	3%
6) Nc1c(C(=O)NCc2ccccc2)nnn1Cc1ccc(F)cc1
→ 11%[59 µM]	-10%	6%	-7%	?	-4%	-1%	-7%	8%
12) O=C(COC(=O)COc1ccccc1)NC12CC3CC(CC(C3)C1)C2
→ 22%[59 µM]	-6%	50%[activator]	1%	18%	-2%	/	2%	0%

# Compounds shown so far with a Cl atom, in the order listed:
# Each structure is followed by: G9a block	JMJD2A Tudor inh	HP1b binding inh	GLS inh	POLI inh	PGK inhibitor	BLM inh	BAZ2B inh	Pin1 inhibitor
8) CCN1CCC(N(Cc2ccc(F)cc2)C(=O)Nc2cc(Cl)ccc2C(=O)OC)CC1
→ 2%[59 µM]	-16%	13%	-2%	-9%	0%	-9%	-26%	1%
9) Clc1ccc2nc(N3CCNCC3)nc(-c3ccccc3)c2c1
→ 18%[59 µM]	22%	99%[activator]	-33%	24%	2%	0%	30%	-2%

# Entries of single compounds, quoted from the list.
# Record of COC(CNC(=O)c1ccc(CS(=O)(=O)c2ccc(Br)cc2)o1)OC = G9a block = -20%; JMJD2A Tudor inh = -7%; HP1b binding inh = 24%; GLS inh = 1%; POLI inh = 16%; PGK inhibitor = 6%; BLM inh = -1%; BAZ2B inh = 10%; Pin1 inhibitor = -2%
# Record of Nc1c(C(=O)NCc2ccccc2)nnn1Cc1ccc(F)cc1 = G9a block = 11%[59 µM]; JMJD2A Tudor inh = -10%; HP1b binding inh = 6%; GLS inh = -7%; POLI inh = ?; PGK inhibitor = -4%; BLM inh = -1%; BAZ2B inh = -7%; Pin1 inhibitor = 8%

# Source: PubChem BioAssay (National Center for Advancing Translational Sciences (NCATS))
